GLP1R ag: activates the human GLP-1 receptor | P43220 | HEK293 GLP-1R CRE-luciferase, luminescence, 4-6 h; cells express a hypersensitive GLP-1R form | Potency, µM (series often up to 45.6 µM), inactives show at the top dose activation, hits mostly activators | 0.007% of 380,000 active | AID 624172; further: potency means the concentration at half of the fitted maximal effect; % of control where 0% means no effect
PI5P4K alpha inh: blocks human PI5P4K alpha kinase activity. 1.2% of 330,000 active. AID 652105. max response, %. PI5P4Kalpha enzyme, ADP-Glo luminescence, 60 min; hits give low values; active means max response of -50% or lower; inconclusive means between -30% and -50%; inactive means -30% or higher; further: value at the top dose of about 77 µM; on the % scale 0 is the no-effect control and ±100 the full control effect
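Quantitative HTS of the MLSMR library against PI5P4Kalpha with substrate. ATP added last at 5 microM final; room temperature, 60 minutes. Remaining ATP depleted, ADP converted and read as luminescence.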
EPAC1 antagonist: EPAC1 (human) antagonism. Potency, µM (series often up to 115 µM), inactives show at the top dose activity change, negative = inhibition, usual class: inhibitors. 0.14% of 360,000 active. EPAC1 GEF assay, Rap1b-BODIPY-GDP exchange fluorescence;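 further: potency means the concentration at half of the fitted maximal effect; plate controls were vehicle for no effect and positive control for full effect; nearly all actives have a fitted effect of over 50% in size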
Target sequence (O95398 whole entry, looked up): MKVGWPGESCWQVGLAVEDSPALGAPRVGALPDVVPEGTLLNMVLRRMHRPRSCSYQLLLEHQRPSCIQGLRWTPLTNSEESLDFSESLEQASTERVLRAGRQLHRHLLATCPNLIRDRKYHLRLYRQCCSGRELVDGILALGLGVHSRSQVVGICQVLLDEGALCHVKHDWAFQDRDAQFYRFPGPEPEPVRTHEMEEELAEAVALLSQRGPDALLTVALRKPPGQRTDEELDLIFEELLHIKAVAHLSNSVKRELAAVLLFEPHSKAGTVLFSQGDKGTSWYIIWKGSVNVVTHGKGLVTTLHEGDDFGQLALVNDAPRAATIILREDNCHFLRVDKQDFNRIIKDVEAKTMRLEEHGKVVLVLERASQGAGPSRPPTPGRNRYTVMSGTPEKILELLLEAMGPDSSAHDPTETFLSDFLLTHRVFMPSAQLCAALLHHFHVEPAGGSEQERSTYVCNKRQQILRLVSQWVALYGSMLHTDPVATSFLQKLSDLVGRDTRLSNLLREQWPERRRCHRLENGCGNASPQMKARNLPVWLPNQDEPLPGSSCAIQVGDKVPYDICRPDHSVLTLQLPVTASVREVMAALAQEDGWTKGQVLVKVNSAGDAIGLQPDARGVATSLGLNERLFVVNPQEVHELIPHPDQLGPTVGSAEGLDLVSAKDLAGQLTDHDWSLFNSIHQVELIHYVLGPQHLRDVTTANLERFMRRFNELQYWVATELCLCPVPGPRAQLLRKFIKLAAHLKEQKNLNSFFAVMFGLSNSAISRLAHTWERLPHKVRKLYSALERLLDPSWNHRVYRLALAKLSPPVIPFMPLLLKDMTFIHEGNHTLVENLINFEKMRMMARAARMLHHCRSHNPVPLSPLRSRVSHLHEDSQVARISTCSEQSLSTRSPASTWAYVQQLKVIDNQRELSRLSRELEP
PTHR1 ag: activates the human parathyroid hormone receptor PTHR1; HEK293 GP2 PTHR1 cells, GloSensor cAMP luminescence, 1 h; 0.075% of 410,000 active; AID 743266; Potency, µM (doses to about 115 µM), for inactives: top-dose activation, most hits filed as activators; Q03431; further: potency means the concentration at half of the fitted maximal effect; nearly all actives have a fitted effect of over 55% in size; some results filed as inactive show a strong effect at the top dose; inactives centre near -15; many of its hits are not listed in these tables
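HEK-293-derived GP2 cells expressing PTHR1 and a GloSensor cAMP reporter, 3,000/well, plated overnight, given luciferin plus IBMX (each 0.5 mM as added) for 1 h at 37 °C, then compound for 1 h at 37 °C. Luminescence was read after 15 min at room temperature.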
IL-2 act: activates IL-2 in a cell-based reporter assay | IL-2 activation reporter assay, cell-based qHTS; stimulated with anti-CD3/CD4/CD28 beads; in transgenic mouse T cells | activation, % (series mostly up to about 46 µM) | 0.065% of 360,000 active; in the data active means activation above about 50%; inconclusive means mostly about 30% to 49%; further: 0% is about no effect
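Unstimulated transgenic mouse T cells preincubated 60 min with compound, then stimulated with anti-CD3/anti-CD4-coated beads plus anti-CD28 for 18 h at 37 degrees C. IL-2 response read as EGFP and DsRed fluorescence by plate cytometry.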
PLK1 PBD inh: PLK1 (human) polo-box domain binding inhibition. AID 720504. P53350. Potency, µM, without a hit: max response, negative = inhibition, most hits filed as inhibitors. Plk1 PBD binding of FITC phosphopeptide, fluorescence polarization. 2.8% of 360,000 active; further: potency means the concentration at half of the fitted maximal effect; series mostly up to about 57 µM; on the % scale 0 is the no-effect control and ±100 the full control effect; nearly all actives have a fitted effect of over 65% in size
GLP1R cytotox: cytotoxicity in counter-screen for GLP-1R inverse agonists; AID 624418; Potency, µM (series often up to 38.3 µM), inactives show at the highest dose activity change, negative = inhibition, actives largely listed as inhibitors; 0.13% of 410,000 active; HEK293 cAMP-luciferase reporter cells, luminescence, 24 h;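 further: loss of luciferase light is scored as toxicity; potency means the concentration at half of the fitted maximal effect; on the % scale 0 is the no-effect control and ±100 the full control effect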
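Cells in DMEM/10% Nu serum/1% pen-strep, 1536-well format. Pre-incubated 12 h, dosed with 23 nL compound, incubated a further 24 h. Luciferase detection, 12 min at room temp, luminescence.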
EPAC1 agonist: agonists of human EPAC1 | EPAC1 agonist qHTS, biochemical assay; response scale: 100% = response to 6.5 mM cAMP | Potency, µM (series often up to 154 µM), for inactives: at the highest dose activation, hits mostly activators | O95398 | 0.073% of 360,000 active; further: potency means the concentration at half of the fitted maximal effect; nearly all actives have a fitted effect of over 60% in size
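Multi-concentration qHTS readout: loss of Rap1B-bound BODIPY-GDP fluorescence driven by 100 nM EPAC1 with excess GDP (50 uM), monitored kinetically at room temperature; agonist response expressed relative to 6.5 mM cAMP.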
GLP-1R inv ag: GLP-1 receptor (human) inverse agonism; AID 624417; HEK293 GLP-1R CRE-luciferase, luminescence, 24 h; GLP-1R form is constitutively active; Potency, µM (doses to about 38.3 µM), inactives show at the top dose activity change, negative = inhibition, most hits filed as inhibitors; 1.6% of 410,000 active; P43220; further: potency means the concentration at half of the fitted maximal effect; on the % scale 0 is the no-effect control and ±100 the full control effect; nearly all actives have a fitted effect of over 55% in size
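Using stably transfected HEK293 (constitutively active GLP-1R, cAMP-luciferase reporter), compounds were incubated 24 hr and luciferase measured by luminescence.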
Starred values were filed as active, the others as inactive; i = inactive; u = inconclusive; x = not tested or not shown; [ ] = remark or other dose. Unless noted, the call rests on the fitted dose curve; in most records, active means well fitted curve in the direction sought with a large enough effect; inconclusive means small, poorly fitted or top-dose-only effect, or another doubt; inactive means no such curve, though single readings can be large; an effect the other way counts as inactive or inconclusive. Not all compounds are listed; count on the stated rates, not on these rows.

Structure,GLP1R ag,PI5P4K alpha inh,EPAC1 antagonist,PTHR1 ag,IL-2 act,PLK1 PBD inh,GLP1R cytotox,EPAC1 agonist,GLP-1R inv ag
CC1(CCc2ccccc2)NC(=O)N(CC(=O)Nc2ccccc2C#N)C1=O (stereo not drawn),0%,2,4%,i,0.6,0%,-5%,6%,14%
O=C(c1ccc(NS(=O)(=O)c2cccs2)cc1)N1CCN(c2ccccc2Cl)CC1,23%,-14,-16%,-31%[inhibitor],-1.4,-7%,-7%,-1%,u
COc1ccccc1C1CCN(Cc2ccc(Cl)c(Cl)c2)CC1,19%,-1,-8%,-24%,-3.3,-5%,-2%,5%,-28%
COc1ccc(C2C(C#N)=C(N)Oc3c2ccc2cccnc32)cc1OC (stereo not drawn),u,5,18%,-5%,-0.1,3%,u,4%,-10%
Cc1cc(OC(C)C(=O)N2C[C@H]3C[C@@H](C2)c2cccc(=O)n2C3)c2c(C)c(C)c(=O)oc2c1 (stereo partly drawn),0%,-4,7%,-35%,2.7,9%,2%,12%,17%
CCOC(=O)/C(C(=O)Nc1ccccc1Br)=C1/NC(C)(C)Cc2ccccc21,12%,3,-4%,-13%,-4.2,-5%,-1%,-5%,-4%
CCOC(=O)C1=C(C)Nc2ccccc2N=C1NC(=O)C1CCN(C(=O)c2ccccc2C)CC1,6%,0,11%,-11%,0.5,2%,-4%,-6%,7%
O=C(Nc1nc2c(F)cccc2s1)c1ccc([N+](=O)[O-])o1,1%,-3,2%,-43%,-2.4,-25%,4%,5%,7%
COc1ccc(NC(=O)NS(=O)(=O)c2ccc(C)cc2)cc1OC,11%,-1,-16%,i,-0.3,0%,-10%,0%,1%
C=CCSc1nnc(C)c(/C=C/Nc2ccc(Cl)cc2)n1,19%,u,-12%,i,10,u,12%,-6%,-14%
CCCOc1nc2ccccc2cc1/C=C/C(=O)O,18%,-6,-1%,i,0.7,-3%,7%,1%,57%[activator]
COc1ccccc1NC(=O)Cn1c(=O)sc2ccccc21,-1%,6,7%,i,-0.4,2%,7%,-12%,-19%
Cc1cccc(C)c1NC(=O)CC(NCc1ccco1)C(=O)O (stereo not drawn),u,-6,3%,-21%,-4.1,-5%,4%,-3%,5%
COc1ccc(-c2cc3ccccc3n2CC(O)CN2CCC(C)CC2)cc1 (stereo not drawn),2%,1,-10%,4%,-4.9,-20%,-12%,4%,u
NC(=Nc1c([N+](=O)[O-])cnc2ccccc12)N1CCOCC1,12%,0,-8%,i,-0.2,-5%,-11%,0%,6%
COC(=O)c1c(NC(=O)C2CCCCC2C(=O)O)sc2c1CCCCC2 (stereo not drawn),1%,7,-2%,-52%[inhibitor],-0.7,24µM*,-1%,5%,u
CN1CCN(c2cc(-c3cccc(C(=O)O)c3)nc3ccnn23)CC1,-3%,-2,8%,-9%,-0.5,-8%,-1%,10%,16%
CCCn1c(C(C)Nc2nc(-c3ccc(Cl)c([N+](=O)[O-])c3)cs2)nc2cc(Cl)c(N3CCCCC3)cc21 (stereo not drawn),-2%,-3,-5%,-59%[inhibitor],0.6,0%,5%,0%,12%
CC1=NN2C(=N)/C(=C\c3ccc(SCc4ccccc4)o3)C(=O)N=C2S1,-10%,u,4%,-16%,-1.0,-28%,9%,14%,-6%
C[N+](C)(C)C[C@H](O)CC(=O)O,-1%,2,10%,-2%,-0.3,-2%,2%,-5%,4%
N/C(=N/OS(=O)(=O)c1ccc([N+](=O)[O-])cc1)c1ccncc1,-1%,-1,0%,-21%,-2.6,-10%,1%,-11%,9%
Cn1c(=O)c2c(nc(CN3CCN(c4ccccc4)CC3)n2CCN2CCOCC2)n(C)c1=O,10%,x,6%,i,-0.2,-11%,10%,9%,1%
Cc1ccccc1-n1c(-c2csc(C)c2C)n[nH]c1=S,3%,1,u,i,-0.2,-13%,u,-3%,-51%
Cc1cccc(C)c1NC(=O)CC(NCCc1ccccc1)C(=O)O (stereo not drawn),-12%,11,0%,i,-1.0,-13%,-7%,1%,6%
CCc1nnc(NC(=O)CCNC(=O)c2ccco2)s1,1%,1,-6%,-15%,0.1,-14%,6%,0%,-6%
O=c1cc(N2CCc3ccccc3C2)[nH]c(=O)n1-c1ccc(Cl)cc1,-13%,x,14%,-18%[57.5 µM],0.1,-21%,1%,5%,-9%
CCOC(=O)c1cnc(SSc2ncc(C(=O)OCC)c(N)n2)nc1N,-3%,-71*,-22%,-16%,1.6,1.1µM*,9%,-2%,-6%
O/N=C\c1cnc(N2CCN(c3ccccc3)CC2)s1,16%,6,-9%,-42%[inhibitor],-0.4,u,-2%,6%,-4%
Cc1ccc2c(CC(=O)N3CCN(c4ccccc4)CC3)coc2c1,11%,1,-2%,-9%,0.6,-9%,0%,12%,u
ClCCCc1cn(C[C@H]2CC[C@@H]([C@@H]3CC[C@H](Cn4cc(CCCCl)nn4)O3)O2)nn1,-4%,-1,-13%,-28%,-0.5,-6%,u,4%,8%
COc1cc(C2Nc3ccc4ncccc4c3C3=C2C(=O)CC(C)(C)C3)cc(OC)c1O (stereo not drawn),18%,x,-1%,-16%[57.5 µM],-0.4,-5%,-26%,0%,0%
Cn1cc(CNCC2CCCO2)c(-c2ccc(Oc3ccccc3)cc2)n1 (stereo not drawn),18%,6,5%,i,-0.4,-1%,-1%,-3%,u
COc1ccc(Cl)cc1NC(=O)CSc1nc(NS(=O)(=O)c2ccc(C)cc2)cc(=O)[nH]1,0%,6,-11%,i,-0.4,-3%,-2%,5%,20%
CC(=O)Nc1ccc(S(=O)(=O)NCCC(=O)N2CCc3ccccc32)cc1,0%,-6,5%,-43%[inhibitor],-1.1,-6%,-1%,2%,-18%
Oc1ccc(Br)cc1/C=N/N1CCN(Cc2ccccc2)CC1,6%,2,-9%,-17%,-1.0,-8%,-1%,19%,u
c1ccc(-[n+]2nc(Nc3cccc4ccccc34)sc2-c2c3ccccc3cc3ccccc23)cc1,-8%,-16,6%,-39%,-0.2,-7%,u,-18%,u

Molecules shown so far that have bromine:
Structure,GLP1R ag,PI5P4K alpha inh,EPAC1 antagonist,PTHR1 ag,IL-2 act,PLK1 PBD inh,GLP1R cytotox,EPAC1 agonist,GLP-1R inv ag
CCOC(=O)/C(C(=O)Nc1ccccc1Br)=C1/NC(C)(C)Cc2ccccc21,12%,3,-4%,-13%,-4.2,-5%,-1%,-5%,-4%
Oc1ccc(Br)cc1/C=N/N1CCN(Cc2ccccc2)CC1,6%,2,-9%,-17%,-1.0,-8%,-1%,19%,u

(further entries)
Structure,GLP1R ag,PI5P4K alpha inh,EPAC1 antagonist,PTHR1 ag,IL-2 act,PLK1 PBD inh,GLP1R cytotox,EPAC1 agonist,GLP-1R inv ag
O=C(COC(=O)c1ccccn1)Nc1cccc(Cl)c1,1%,3,1%,-10%[57.5 µM],-0.6,-7%,16%,4%,4%
O=C(Nc1cccc(NC(=O)C2CC2)n1)C1CC1,-8%,-15,-10%,i,-0.4,-8%,1%,-7%,5%
N#C/C(=C/c1ccc(N2CCOCC2)o1)c1ccc(Br)cc1,-8%,-26,-8%,-17%[57.5 µM],0.1,17%,14%,12%,16%
CC(C)CNC(=O)CN1C(=O)NC2(CCc3ccccc32)C1=O (stereo not drawn),6%,-5,6%,i,-2.1,-14%,u,8%,15%
CC(C)(C)OC(=O)N(CCc1ccccc1)Cc1ccccc1OCc1cccc(NC(=O)/C=C/c2ccccc2)c1,1%,9,-20%,-22%,-0.1,-1%,0%,-9%,u
CCc1ccc(Nc2n[n+](-c3ccccc3)c(-c3ccc(C(=O)O)cc3)s2)cc1,5%,-14,5%,i,-0.2,-15%,u,1%,1%
Cc1cccc(C2CC3(CC(C)(C)NC(=S)N3)Oc3cc(O)ccc32)c1 (stereo not drawn),2%,4,-23%,1%,-0.3,-9%,1%,2%,u
O=C(O)CC/C(=C\c1ccc(Cl)c([N+](=O)[O-])c1)c1nc2ccccc2s1,13%,4,u,-3%,0.2,-29%,7%,-28%,6%
CC(=O)Nc1nc2ccccc2n1Cc1ccc(C)cc1,6%,-1,15%,u,-0.3,6%,u,5%,u
CC(OC(=O)C1CCN(S(=O)(=O)c2ccccc2)CC1)C(=O)Nc1ncc(Cl)cc1Cl (stereo not drawn),-1%,1,-15%,-10%[57.5 µM],-1.2,-19%,6%,1%,3%
O=C(NCCc1ccccc1)c1cccc(S(=O)(=O)N2CCCCC2)c1,4%,2,-11%,-29%,-3.5,-7%,-5%,1%,u
Cc1ccc(NC(=O)CCc2ccc(S(=O)(=O)N3CCOCC3)cc2)c(O)c1,6%,7,-25%,i,1.3,4%,-4%,4%,-6%
COc1ccc(CN2CCOCCOCCN(Cc3ccc(OC)cc3)CCOCCOCC2)cc1,-1%,0,-1%,i,-0.4,2%,u,-9%,u
Cn1c(=O)c2[nH]c(SCC(=O)c3ccc(F)cc3)nc2n(C)c1=O,2%,-2,14%,i,0.3,-8%,2%,0%,-4%
COc1ccc(NC(=O)COC(=O)CCSc2ccccc2)cc1,-1%,3,-11%,15%,-1.9,-12%,7%,-1%,12%
N#Cc1cccc(NC(=O)CSc2ccccc2)c1,11%,x,-8%,u,-0.4,u,3%,5%,-7%
COc1ccc(C(=O)c2c[nH]c(C(=O)NCc3ccco3)c2)cc1,-5%,-4,1%,i,-1.9,-9%,0%,0%,7%
CS(=O)(=O)Nc1ccc(S(=O)(=O)N2CCCCCC2)cc1,0%,-10,4%,-3%,-0.5,-10%,-4%,3%,12%
Cc1ccsc1C(=O)OCC(=O)Nc1ccc(Cl)cn1,13%,3,7%,-4%,0.4,4%,u,3%,u

An excerpt from above with just GLP-1R inv ag, GLP1R cytotox and EPAC1 agonist.
Structure	GLP-1R inv ag	GLP1R cytotox	EPAC1 agonist
COc1ccc(NC(=O)COC(=O)CCSc2ccccc2)cc1	12%	7%	-1%
N#Cc1cccc(NC(=O)CSc2ccccc2)c1	-7%	3%	5%
COc1ccc(C(=O)c2c[nH]c(C(=O)NCc3ccco3)c2)cc1	7%	0%	0%

Screening results as filed in PubChem.
